Source: PubChem
TrxR1 substrate = is turned over as a substrate by rat TrxR1; purified TrxR1 substrate turnover, NADPH consumption readout; hit rate 0.01% among 390,000; Potency, µM (titrated, usually from 114 µM), without a hit: at the top dose activity change, negative = substrate turnover; O89049; also: potency is read from the fitted curve at half-maximal effect; % is scaled to controls: 0 for no effect and ±100 for the full control effect; nearly all actives have a fitted effect of over 50% in size
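Rat TrxR1, dispensed at 90 nM, was prereduced with 400 uM NADPH (final) for 5 min at ~22 deg C, then incubated with compound 15 min before 400 uM selenite. A first-read NADPH fluorescence drop versus no-compound background flagged substrates.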
Vif-A3F inh = Vif-A3F binding inhibition. HeLa A3F-eYFP + Vif (tagged APOBEC3F with the HIV-1 protein that degrades it), YFP fluorescence increase. hit rate 0.2% among 390,000. Potency, µM (highest dose often 46.1 µM), without a hit: at the top dose activity, negative = active; also: potency is read from the fitted curve at half-maximal effect; % of control where 0% means no effect; nearly all actives have a fitted effect of over 65% in size
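Fluorescence increase (Ex 488/Em 500-530) after overnight compound treatment at 37 deg C flags inhibition of Vif-driven A3F-eYFP loss in stable HeLa A3F-eYFP/Vif cells seeded overnight beforehand.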
Glioma ERSR ind = induces the endoplasmic reticulum stress response in human glioma cells | U87-MG GRP78 promoter luciferase reporter, 16 h | Potency, µM, for inactives: at the highest dose activation, usual class: activators | hit rate 0.02% among 420,000 | AID 602332; also: potency is read from the fitted curve at half-maximal effect; series mostly up to about 76 µM; % of control where 0% means no effect; nearly all actives have a fitted effect of over 35% in size
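ERSR induction read as luciferase luminescence (Bright-Glo, 10 min at room temperature) in stably transfected human U87-MG glioma cells exposed to compounds for 16 h, using GRP78 as sensor.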
RXFP1 ag = RXFP1 (human) receptor agonism | hit rate 0.3% among 370,000 | Potency, µM (titrated, usually from 57.5 µM), without a hit: at the highest dose activation, most hits filed as activators | HEK293T-RXFP1 cAMP TR-FRET, 30 min; response scale: percent of porcine relaxin response, buffer zero | Q9HBX9; also: potency is read from the fitted curve at half-maximal effect; % is scaled to controls: 0 for no effect and ±100 for the full control effect; nearly all actives have a fitted effect of over 60% in size; many of its hits are not listed in these tables
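HEK293 cells stably expressing RXFP1, treated 30 min at 37C with compounds plus PDE4 inhibitor Ro 20174; cAMP measured by HTRF TR-FRET. Normalized to buffer and 29 nM porcine relaxin; EC50 by Hill fit.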
USP1 inh = blocks the human USP1/UAF1 deubiquitinase complex; O94782; recombinant USP1/UAF1, Ub-Rhodamine cleavage fluorescence; Potency, µM (highest dose often 57.1 µM), for inactives: at the highest dose activity change, negative = inhibition, actives largely listed as inhibitors; hit rate 0.23% among 390,000; AID 743255; also: potency is read from the fitted curve at half-maximal effect; % is scaled to controls: 0 for no effect and ±100 for the full control effect; nearly all actives have a fitted effect of over 60% in size; inactives centre near -12
Target sequence (O94782 whole entry, looked up): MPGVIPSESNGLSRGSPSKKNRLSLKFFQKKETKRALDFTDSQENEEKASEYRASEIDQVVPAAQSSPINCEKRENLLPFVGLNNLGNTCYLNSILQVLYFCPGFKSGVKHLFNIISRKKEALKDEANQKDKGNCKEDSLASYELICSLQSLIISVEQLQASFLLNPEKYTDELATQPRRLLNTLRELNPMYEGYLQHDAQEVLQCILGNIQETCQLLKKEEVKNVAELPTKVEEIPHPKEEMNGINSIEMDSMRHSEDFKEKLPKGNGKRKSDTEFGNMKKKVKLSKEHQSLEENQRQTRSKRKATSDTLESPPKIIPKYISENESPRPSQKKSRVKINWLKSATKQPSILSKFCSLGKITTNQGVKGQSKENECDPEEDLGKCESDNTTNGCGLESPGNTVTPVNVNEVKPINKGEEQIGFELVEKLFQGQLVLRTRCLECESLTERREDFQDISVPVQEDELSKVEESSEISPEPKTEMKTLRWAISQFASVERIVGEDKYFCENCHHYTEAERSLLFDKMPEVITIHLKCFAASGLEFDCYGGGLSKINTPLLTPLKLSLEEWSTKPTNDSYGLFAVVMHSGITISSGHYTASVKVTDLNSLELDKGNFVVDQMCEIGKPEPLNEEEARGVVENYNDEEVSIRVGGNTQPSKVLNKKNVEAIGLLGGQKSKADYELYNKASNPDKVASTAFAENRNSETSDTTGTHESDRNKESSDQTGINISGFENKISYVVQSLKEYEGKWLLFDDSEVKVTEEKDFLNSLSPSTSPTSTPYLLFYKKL
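USP1/UAF1 complex (1 nM) preincubated 15 min at room temperature with compound, then Ub-Rho substrate (150 nM final) added. Kinetic fluorescence at 480/540 nm over 6 reads at 60 s intervals; 50 mM HEPES pH 7.8, 0.5 mM EDTA, 0.1 mg/ml BSA, 1 mM TCEP, 0.01% Tween-20.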
Vif-A3G inh = inhibitors of Vif-APOBEC3G interaction | HeLa A3G-eYFP + Vif (tagged APOBEC3G with the HIV-1 protein that degrades it), YFP fluorescence, overnight | Potency, µM (titrated, usually from 46.1 µM), inactives show at the top dose activity, negative = active, actives largely listed as inhibitors | hit rate 0.076% among 410,000 | Q9HC16;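 also: potency is read from the fitted curve at half-maximal effect; % is scaled to controls: 0 for no effect and ±100 for the full control effect; nearly all actives have a fitted effect of over 60% in size; hits raise eYFP signal because A3G escapes Vif-driven loss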
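Read-out is eYFP fluorescence (Ex 488/Em 500-530) from Vif-expressing HeLa A3G-eYFP cells; more signal means A3G escaped Vif-mediated degradation. Cells plated overnight, compound pinned in, incubated overnight at 37 deg C.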
PI4K2A inh = blocks human PI4K2A kinase activity; Q9BTU6; activity change, negative = inhibition, % at 76.9 µM; purified PI4K2A, ADP-Glo luminescence, 1 h; hits give low values; hit rate 0.13% among 420,000; AID 1346378; in the data active = activity change below about -50%; inconclusive = mostly about -30% to -49%;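 also: -100% = wells without enzyme as full effect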
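In this quantitative HTS, ADP production by PI4K2A was quantified luminescently after 1 h at ambient temperature; 100 microM adenosine served as plate-quality control.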
LDHA block = LDHA (human) enzyme inhibition; activity change, % (values are at about 110 or 230 µM); purified LDHA, NADH/diaphorase-resazurin fluorescence; hits give low values; hit rate 0.15% among 480,000; in the data active = activity change below about -30%; inconclusive = mostly about -25% to -30%;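 also: plate controls were DMSO wells for no effect and wells without enzyme for full effect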
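LDH5 2 nM; NADH 0.06 mM, pyruvate 0.2 mM; 200 mM Tris pH 7.4, EDTA, Tween-20; 5 min RT. Detection: diaphorase 0.133 mg/mL + resazurin 37 µM, fluorescence ex540/em590 at 0 and 20 min; normalized to enzyme-free and DMSO wells.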
mIDH1 inhibitor = inhibitors of human mutant IDH1 R132H; O75874; hit rate 0.093% among 390,000; Potency, µM (series often up to 76.6 µM), for the others: top-dose activity change, negative = inhibition, hits mostly inhibitors; IDH1-R132H enzyme, NADPH consumption, diaphorase/resazurin fluorescence; also: potency is read from the fitted curve at half-maximal effect; % is scaled to controls: 0 for no effect and ±100 for the full control effect; nearly all actives have a fitted effect of over 65% in size
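IDH1-R132H (0.5 ug/mL) preincubated 30 min with compound, then NADPH (0.016 mM) and alpha-KG (2 mM) added; 80 min at RT, pH 7.5. Remaining NADPH coupled via diaphorase/resazurin to fluorescence (540/590 nm); concentration-response curves normalized to no-enzyme control.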
Active calls of the source: *; u = inconclusive; x = not tested or not shown; & = joins results of further samples; [ ] = remark or other dose. Unless noted, calls follow the shape of the dose curve; as a rule, active = well fitted curve in the direction sought with a large enough effect; inconclusive = small, poorly fitted or top-dose-only effect, or another doubt; inactive = no such curve, though single readings can be large; an effect the other way counts as inactive or inconclusive. A portion of the library (hit frequency here may not be typical).

SMILES	TrxR1 substrate	Vif-A3F inh	Glioma ERSR ind	RXFP1 ag	USP1 inh	Vif-A3G inh	PI4K2A inh	LDHA block	mIDH1 inhibitor
Cc1ccc(CO/N=C/C2=C(Cl)c3ccccc3CC2)cc1	2.7%[57.1 µM]	11.2%	-2.4%	1.0%	-10.8%	2.0%	8.6	-3.2	-0.8%
Cc1cc(C)c(-n2[nH]nnc2=S)c(C)c1	-1.3%	0.8%	-6.4%	0.2%	-17.8%	1.6%	-7.5	-3.5	-10.8%
CCOc1ccc(N2CC(C(=O)NCc3ccc(F)cc3)CC2=O)cc1 (configuration not stated)	8.6%	-1.2%	-4.2%	-0.1%	-2.1%	-0.9%	-3.0	-1.4	-1.1%
CC1(C(=O)Nc2ccc3c(c2)OCCO3)CCN1Cc1ccc(-c2ccccn2)cc1 (configuration not stated)	x	x	0.2%	x	x	-0.2%	-0.8	0.2	x
O=C(COC(=O)CCN1C(=O)c2ccccc2C1=O)Nc1ccccc1[N+](=O)[O-]	-2.4%	-23.8%	-3.0%	0.1%	-2.0%	-1.2%	-1.0	-5.0	2.4%
O=C(CN1C(=O)CSc2ccc(S(=O)(=O)N3CCCCC3)cc21)NCc1ccccc1	-4.6%	-5.4%	1.0%	-0.8%	-11.0%	4.7%	0.1	-2.1	1.5%
CC1(Cc2ccccc2OC(F)(F)F)C(=O)Nc2ccc(-c3ccsc3)cc21 (configuration not stated)	x	x	-12.0%	x	x	-10.4%	-1.8	1.3	x
O=C(COC(=O)c1ccccc1F)c1ccc(-n2nncc2-c2ccco2)cc1	11.1%[57.1 µM]	-2.3%	3.5%	1.1%	-10.9%	-6.0%	-6.7	-6.3	-3.7%
COc1ccc(NC(=O)C2CC(=O)n3cnnc3S2)cc1 (configuration not stated)	-1.1%	0.7%	-0.8%	-3.9%	3.1%	-3.7%	-5.3	-3.5	1.0%
COc1ccc(-c2nn3c(=O)c(C)nnc3s2)cc1	6.3%	1.6%	-2.3%	21.7%	-24.1%	-5.4%	-9.4	-4.3	6.3%
CC(O)c1nc2ccccc2n1C(C)c1ccccc1 (configuration not stated)	3.2%[2.29 µM]	-14.3%	-0.7%	0.1%	-7.7%	0.9%	1.9	-3.5	-1.2%
Cc1c(C)n(Cc2ccc(Cl)cc2)c2ccc(C(=O)NCCN3CCOCC3)cc12	9.0%	-9.3%	-2.8%	-4.1%	-20.6%	2.3%	1.0	-1.2	-11.9%
Cc1onc(-c2ccc(Cl)cc2Cl)c1-c1csc(N/N=C/c2ccccc2Cl)n1	8.8%	7.8%	-2.2%	-0.3%	-19.3%	-12.6%	-6.4	-4.2	6.1%
CC(C)N(Cc1ccccc1)C(=S)NC1CCCCC1	8.3%[57.1 µM]	u	-5.3%	-0.3%	-19.2%	-5.6%	5.1	-9.7	5.6%
Cc1nc(SCc2ccccc2F)c2oc3ccccc3c2n1	8.9%[57.1 µM]	-12.7%	-1.4%	16.2%	-4.9%	-3.8%	-0.5	-4.1	2.4%
Cc1nn2c(=O)cc(COC(=O)COc3ccccc3C)nc2s1	5.4%[57.1 µM]	4.3%	-2.8%	2.5%	-21.6%	3.7%	2.7	-2.0	-5.6%
O=C(CCC1COc2ccccc2O1)Nc1cccnc1 (configuration not stated)	2.3%	-2.8%	-3.3%	1.7%	-14.3%	0.2%	2.7	-1.7	9.0%
CC1(C)Cc2c(C#N)c(NCc3ccco3)nc(-c3ccco3)c2CO1	38.8%[activator]	0.3%	-11.4%	2.4%	-12.8%	-7.4%	-7.2	1.3	3.2%
CCN(CC)C(=O)c1cccc(-c2csc(C(C)(O)c3ccncc3)n2)c1 (configuration not stated)	x	x	-0.5%	x	x	-26.3%	4.8	-7.4	x
CCOC(=O)C1=C(O)/C(=C\c2cc(C)n(-c3ccc(F)cc3)c2C)N=C1C	3.8%[57.1 µM]	-0.6%	-2.4%	-1.6%	u	0.8%	-4.3	3.2	-3.5%
COc1cc(NC(=O)CSc2nc3ccccc3nc2Cc2ccccc2OC)cc(OC)c1	0.7%[57.1 µM]	1.7%	-2.0%	4.1%	-13.1%	1.8%	-3.9	6.3&0.2	14.8%
CCCCNC(=O)C1(C)CCN1C(=O)c1ccc2c(c1)CCO2 (configuration not stated)	x	x	-4.0%	x	x	0.0%	-0.9	-11.3	x
C=CCNS(=O)(=O)c1ccc(OC)c(C)c1	-3.7%	-0.1%	-1.0%	-0.2%	-0.4%	-2.6%	10.3	3.1	2.2%
O=C(CN1C(=O)NC2(CCCC2)C1=O)OCc1cc(=O)n2cc(Br)ccc2n1	1.9%	2.6%	4.8%	13.8%	-26.6%	2.3%	-13.2	-2.7	-0.4%
COc1ccc(S(N)(=O)=O)cc1C(=O)OCC1CCCCC1	2.2%	-1.0%	4.0%	2.5%	-17.7%	-2.3%	-1.7	-4.6	7.8%
CCOC(=O)c1cccc(NC(=O)C2Cc3ccccc3N2C(=O)c2ccccc2)c1 (configuration not stated)	13.8%[57.1 µM]	1.6%	-1.5%	-0.6%	-19.3%	-0.2%	-0.6	-2.2	-1.1%
COc1ccc(OC)c(S(=O)(=O)N2CCCC(C(=O)N3CCCC3)C2)c1 (configuration not stated)	-12.0%	-14.7%	2.2%	-0.8%	2.3%	0.2%	-3.8	-0.5	6.6%
Cc1c(Cl)cccc1NC(=O)CNC(=O)c1ccccc1F	-9.6%	-28.7%	4.4%	0.8%	-19.2%	-8.6%	-3.1	-3.8	6.6%
CN(C(=O)c1ccc(Br)cc1)C1CCS(=O)(=O)C1 (configuration not stated)	5.3%	-13.4%	-6.1%	1.2%	-17.3%	1.9%	-1.4	-8.1	3.8%
COc1ccc(NC(=O)COC(=O)Cc2c(F)cccc2Cl)cc1OC	-19.3%[57.1 µM]	2.6%	4.0%	0.2%	-16.7%	-0.6%	-1.9	3.3	4.2%
N/C(=N\N=C/c1ccc(F)cc1)N/N=C\c1ccc(F)cc1	-4.3%	-1.5%	12.1%	0.9%	u	-29.9%	1.0	-2.1	-3.1%
CCN(CC(=O)Nc1ccc(NC(C)=O)cc1)S(=O)(=O)/C=C/c1ccccc1	3.8%	-7.6%	-2.2%	x	-19.3%	-8.3%	9.3	-10.3	-5.4%
Cc1nc(-c2ccc(F)cc2)sc1CCNC(=O)c1ccccc1	6.3%[57.1 µM]	0.3%	-1.4%	0.3%	-25.6%	-4.4%	12.5	-4.1	30.7%
COc1ccc2c(CC(=O)Nc3ccc(OC)c(NS(=O)(=O)c4ccc(F)cc4)c3)coc2c1	0.8%	3.3%	-1.0%	-0.5%	-23.1%	-0.3%	-6.1	5.5	4.0%
CCCCN1CCCCC1(C)C(=O)NCc1cccc(OC)c1 (configuration not stated)	x	x	-4.5%	x	x	0.5%	0.6	-1.6	x
CN(C)c1ccc(/C=N/OC(=O)Nc2ccccc2Cl)cc1	-6.8%	-4.8%	-1.4%	-5.6%	-0.1%	2.1%	-3.2	-6.3	-6.6%
O=C(CCc1ccccc1)N=C1SC2CS(=O)(=O)CC2N1c1ccc(F)cc1 (configuration not stated)	-1.7%	5.2%	-2.5%	1.3%	-16.8%	-5.1%	3.9	-0.5	8.3%
Cc1ccccc1NC(=O)CSc1nc(-c2cccs2)nc2cc(=O)[nH]n12	-0.6%[57.1 µM]	-9.4%	-0.5%	2.0%	-11.9%	-18.3%	-7.4	-11.1	-6.9%
Cc1c(CN(C)C(=O)c2ccc(Br)o2)cnn1C	5.2%	-5.4%	1.6%	0.0%	-10.7%	-0.5%	3.1	-3.9	4.6%
COc1ccccc1CNC(=O)CCCCn1c(=O)c2ccccc2n(Cc2ccccc2F)c1=O	-4.7%	-25.7%	-2.6%	25.2%	-3.0%	-7.4%	-3.5	-17.1	-6.0%
CC(=O)Nc1ccc(S(=O)(=O)NC2CC(=O)N(c3ccc4c(c3)OCCO4)C2)cc1 (configuration not stated)	1.4%[57.1 µM]	-4.2%	-2.1%	-1.3%	-4.0%	-1.9%	-1.1	-1.7	-8.6%
COc1ccc(N2CCN(C(=O)CN(CCc3ccccc3)S(C)(=O)=O)CC2)cc1	-4.1%	-5.6%	-3.3%	-1.8%	-22.9%	1.7%	-0.9	0.4	2.4%
CCN(CC)S(=O)(=O)c1ccc(N2CCc3ccccc3C2)nc1	4.0%	-3.6%	-0.6%	-2.2%	-24.9%	-11.4%	3.8	-0.7	6.9%
Cn1c(=O)[nH]c(=O)c2c1nc(SCC(=O)O)n2CCOc1ccccc1	5.3%	-6.2%	-2.5%	10.4%	-30.2%	-0.6%	4.6	-0.9	-3.3%
S=c1[nH]c(-c2ccccc2)cn1-c1ccccc1	2.7%	13.0%	10.4%	-0.3%	-22.2%	-11.1%	-2.2	-15.5	-2.5%
O=C(NCc1cccc2[nH]ccc12)C1CCC(=O)N(CCc2ccc(Cl)cc2)C1 (configuration not stated)	-2.8%	4.0%	-2.9%	-0.4%	-14.6%	-0.1%	1.7	0.1	7.9%
CN(Cc1nc(CC2CC2)no1)CC12CC3CC(CC(C3)C1)C2	3.3%[57.1 µM]	-8.0%	-1.2%	0.5%	-16.9%	0.3%	-2.5	-3.0	4.1%
